# NCI-60 one-dose screen, 48 h, at 10 µM unless noted. Numbers give growth in % (100 = growth as untreated, 0 = no growth, -100 = all killed).
# IGROV1 = IGROV1 ovarian cancer. 79,000 tested, 4.7% active
# SN12C = SN12C renal cancer cells; 81,000 tested, 3.8% active; AID 1794767
# CAKI-1 = CAKI-1 renal cancer; 75,000 tested, 4.7% active
# NCI/ADR-RES = NCI/ADR-RES ovarian cells; 81,000 tested, 4.4% active; AID 1794790
# 786-0 = 786-0 renal cancer cells. 81,000 tested, 5.1% active
# UO-31 = UO-31 renal cancer | 81,000 tested, 5.2% active
# TK-10 = TK-10 renal cancer cells; 81,000 tested, 3.9% active; AID 1794769
# ACHN = ACHN renal cancer. 81,000 tested, 4.9% active. AID 1794771
# The depositor's hits bear a star; . = no result given. How the source made its calls: active means growth percent below 10; inactive means the rest.
SMILES,IGROV1,SN12C,CAKI-1,NCI/ADR-RES,786-0,UO-31,TK-10,ACHN
O=C(c1ccccc1)C(c1ccccc1)[n+]1ccccc1 (configuration not stated),113,104,.,103,95,93,97,108
CC(O)CCC1C(C)CCC1(C)C(C)C (configuration not stated),104,95,94,96,107,92,106,107
CC(=O)[C@@H]1CC[C@]2(COS(=O)(=O)c3ccc(C)cc3)CC[C@]3(C)[C@H](CC[C@@H]4[C@@]5(C)CCCNC(C)(C)[C@@H]5CC[C@]43C)[C@@H]12,58,78,83,79,90,66,106,87
CCOC(=O)[C@@]12CCCC=C1N1c3ccccc3-c3ccnn3[C@@H]1CC2,89,90,70,82,93,63,110,91
COc1cc(C2CC(c3cc(OC)c(OC)c(OC)c3)=NN2c2ccccc2)ccc1OCc1ccc(C)cc1 (configuration not stated),94,95,78,101,102,85,118,100
Cc1[nH]c(-c2nc3ccccc3[nH]2)c(C)c1C(=O)NC1CCCCC1,111,93,104,93,101,95,110,104
CCCCN(CCCC)CC1CC(C(C)(C)C)CCC1O (configuration not stated),81,92,91,96,96,77,.,103
O=C(Nc1cccnc1)c1cccs1,30,87,42,64,67,67,59,63
CN(C)CCN(/N=C\c1ccc([N+](=O)[O-])o1)C(N)=O,108,97,110,89,115,96,107,107
O=S(=O)(NCCNc1nccc(-c2c(-c3ccc(O)cc3)nc3sccn23)n1)c1ccc(O)cc1,97,110,103,105,104,75,123,101
COc1cc(NC(=O)Cc2cc3c(OC)c(OC)c(OC)cc3nc2CCC(N)=O)cc(OC)c1OC,105,98,95,102,100,90,108,104
Cc1ccc(/C=N\NC(=O)N/N=C/c2ccc(C)cc2)cc1,97,88,.,104,100,93,103,111
O=C(O)CCn1c(O)c(C=C2N=c3ccccc3=N2)sc1=S,100,95,99,104,96,73,101,98
CCOC(=O)CSCC(C)C(=O)OC (configuration not stated),105,98,103,97,102,88,99,107
CCN(CCN(C)C)C(=O)CNCc1cc(C(N)=O)ccn1,109,99,105,104,103,93,96,108
N=c1c(S(=O)(=O)c2ccccc2)cc2c(=O)n3ccccc3nc2n1CCc1ccccc1,97,88,86,101,96,75,101,98
OCCOc1cc(Cl)cc(Cl)c1,99,102,97,109,115,86,108,103
O=C1CC(n2c(O)c(C=Nc3cccnc3)sc2=S)C(=O)N1c1cccnc1 (configuration not stated),116,97,112,101,107,102,116,103
C[N+](C)(Cc1ccccc1)Cc1ccccc1,113,103,105,112,98,97,114,114
Cc1ccc(C(=O)c2ccc(CC(=O)NNC(=O)Nc3ccc(Cl)c(C(F)(F)F)c3)n2C)cc1,64,90,65,99,101,62,119,97

# Some of the entries above in another layout.
# Screens in order – IGROV1 | SN12C | CAKI-1 | NCI/ADR-RES | 786-0 | UO-31 | TK-10 | ACHN
- O=C(c1ccccc1)C(c1ccccc1)[n+]1ccccc1 (configuration not stated)
    113 | 104 | . | 103 | 95 | 93 | 97 | 108
- CC(O)CCC1C(C)CCC1(C)C(C)C (configuration not stated)
    104 | 95 | 94 | 96 | 107 | 92 | 106 | 107
- CC(=O)[C@@H]1CC[C@]2(COS(=O)(=O)c3ccc(C)cc3)CC[C@]3(C)[C@H](CC[C@@H]4[C@@]5(C)CCCNC(C)(C)[C@@H]5CC[C@]43C)[C@@H]12
    58 | 78 | 83 | 79 | 90 | 66 | 106 | 87
- CCOC(=O)[C@@]12CCCC=C1N1c3ccccc3-c3ccnn3[C@@H]1CC2
    89 | 90 | 70 | 82 | 93 | 63 | 110 | 91
- COc1cc(C2CC(c3cc(OC)c(OC)c(OC)c3)=NN2c2ccccc2)ccc1OCc1ccc(C)cc1 (configuration not stated)
    94 | 95 | 78 | 101 | 102 | 85 | 118 | 100
- Cc1[nH]c(-c2nc3ccccc3[nH]2)c(C)c1C(=O)NC1CCCCC1
    111 | 93 | 104 | 93 | 101 | 95 | 110 | 104
- CCCCN(CCCC)CC1CC(C(C)(C)C)CCC1O (configuration not stated)
    81 | 92 | 91 | 96 | 96 | 77 | . | 103
- O=C(Nc1cccnc1)c1cccs1
    30 | 87 | 42 | 64 | 67 | 67 | 59 | 63
- CN(C)CCN(/N=C\c1ccc([N+](=O)[O-])o1)C(N)=O
    108 | 97 | 110 | 89 | 115 | 96 | 107 | 107
- O=S(=O)(NCCNc1nccc(-c2c(-c3ccc(O)cc3)nc3sccn23)n1)c1ccc(O)cc1
    97 | 110 | 103 | 105 | 104 | 75 | 123 | 101
- COc1cc(NC(=O)Cc2cc3c(OC)c(OC)c(OC)cc3nc2CCC(N)=O)cc(OC)c1OC
    105 | 98 | 95 | 102 | 100 | 90 | 108 | 104
- Cc1ccc(/C=N\NC(=O)N/N=C/c2ccc(C)cc2)cc1
    97 | 88 | . | 104 | 100 | 93 | 103 | 111
- O=C(O)CCn1c(O)c(C=C2N=c3ccccc3=N2)sc1=S
    100 | 95 | 99 | 104 | 96 | 73 | 101 | 98
- CCOC(=O)CSCC(C)C(=O)OC (configuration not stated)
    105 | 98 | 103 | 97 | 102 | 88 | 99 | 107
- CCN(CCN(C)C)C(=O)CNCc1cc(C(N)=O)ccn1
    109 | 99 | 105 | 104 | 103 | 93 | 96 | 108
- N=c1c(S(=O)(=O)c2ccccc2)cc2c(=O)n3ccccc3nc2n1CCc1ccccc1
    97 | 88 | 86 | 101 | 96 | 75 | 101 | 98
- OCCOc1cc(Cl)cc(Cl)c1
    99 | 102 | 97 | 109 | 115 | 86 | 108 | 103
- O=C1CC(n2c(O)c(C=Nc3cccnc3)sc2=S)C(=O)N1c1cccnc1 (configuration not stated)
    116 | 97 | 112 | 101 | 107 | 102 | 116 | 103
- C[N+](C)(Cc1ccccc1)Cc1ccccc1
    113 | 103 | 105 | 112 | 98 | 97 | 114 | 114
- Cc1ccc(C(=O)c2ccc(CC(=O)NNC(=O)Nc3ccc(Cl)c(C(F)(F)F)c3)n2C)cc1
    64 | 90 | 65 | 99 | 101 | 62 | 119 | 97

# Next section.
SMILES,IGROV1,SN12C,CAKI-1,NCI/ADR-RES,786-0,UO-31,TK-10,ACHN
CCCCCC#CC(=O)O,100,105,.,119,99,82,104,97
CCOC(=O)C1=NN(c2ccc(Cl)cc2)C2C3N(c4ccc(Cl)cc4)N=C(C(=O)OCC)N3c3ccccc3N12 (configuration not stated),77,111,.,101,96,93,119,121
COc1cccc(C(=O)N(C)C)c1,104,101,108,111,105,89,104,109
CC12CC[C@@H]3[C@]4(C)COC(c5cn[nH]c5-c5ccc(Cl)cc5)O[C@@H]4CC[C@@]3(C)[C@@H]1CC(C1=CCOC1=O)O2 (some centres not stated),51,49,50,43,57,21,35,34
C/C(=N\Nc1nc(-c2ccc(Cl)cc2)cs1)c1nnn(-c2ccc(F)cc2)c1C,106,102,100,107,.,95,93,106
CS(=O)(=O)c1ccc(C(=O)N/N=C/c2cccc(O)c2)cc1,103,103,94,104,101,86,96,104
NC(=O)SCC(=O)Nc1ccccc1C(=O)O,.,96,89,130,105,90,104,104
O=C(Cn1c2ccccc2c2ccncc21)N/N=C/c1cccs1,88,85,.,90,104,88,139,89
COc1ccc(C2=Nc3c(C)nn(-c4ccccc4)c3NC(c3ccc(Oc4nc5c(c(=O)n(C)c(=O)n5C)n4C)c(OC)c3)C2)cc1 (configuration not stated),90,100,127,103,100,64,140,97
CCN(/C=c1\sc2ncnn2c1=O)CC,99,99,90,102,97,83,106,102
c1cnc2ccc3ncccc3c2c1,.,101,90,128,103,77,127,82
CCOC(=O)c1nc2cc(C#N)ccn2c1C(=O)c1ccc(OC)cc1,107,101,87,94,101,85,87,101
Cc1ccccc1C1N=C2Oc3ccccc3C=C2C(=O)N1 (configuration not stated),43,43,31,9.6*,38,52,54,51
Cc1ccc2nc(Cl)c(-c3nc4ccccc4[nH]3)cc2c1,97,88,85,94,102,84,.,98
COc1ccc(NC(=O)Nc2ccccc2F)cc1,117,100,92,115,99,98,100,101
COc1ccc(NC(=O)C2CCC(=O)N2)cc1OC (configuration not stated),102,97,105,94,100,89,105,100
COc1ccc(-c2nnc(NC(=O)CN3CCN(c4cc5c(cc4F)c(=O)c(C(=O)O)cn5C4CC4)CC3)s2)cc1OC,104,95,104,103,88,89,.,109
O=C1CCCN1C1CCN2CCCc3cccc1c32 (configuration not stated),99,104,105,108,101,81,103,106
COc1ccc(C(=O)Nc2noc(-c3ccc(OC)cc3)c2-c2cc(OC)c(OC)c(OC)c2)cc1,113,101,99,93,107,90,99,82
Cc1cc(C(=O)O)c(N)c([N+](=O)[O-])c1,108,104,96,99,100,98,83,99
COC1(CO)CCN(c2nnnn2Cc2ccc(F)c(C)c2)CC1,105,99,84,106,103,93,94,100
Cc1ccc2nc(COc3ccc(NC(=S)Nc4ccccc4)cc3)[nH]c2c1,121,89,92,108,103,88,105,107
CCCn1c(NC(=O)c2cccc(C(N)=O)c2)nc2ccc(CN3CCCCC3)cc21,72,88,50,111,12,65,99,60
CCOc1cccc([N+](=O)[O-])c1,124,98,98,108,101,98,91,104
N#C/C(=C/NC(=S)Nc1ccc(Cl)c(Cl)c1)C(N)=O,96,101,96,88,106,75,100,94
O=S(Nc1ccccc1)c1ccc(Cl)cc1 (configuration not stated),105,102,95,106,103,86,103,95
C=C(C)[C@@H]1CC[C@]2(CO)CC[C@]3(C)[C@H](CC[C@@H]4[C@@]5(C)CC[C@H](NCO)C(C)(C)[C@@H]5CC[C@]43C)[C@@H]12,-94*,-92*,-97*,-54*,-94*,-99*,-65*,-99*
CC(C)=NOC(=O)Nc1cccc(Cl)c1,107,98,95,102,97,89,102,100
CCCn1c(=O)[nH]c(N)c(C(c2ccc(F)cc2)c2c(N)[nH]c(=O)n(CCC)c2=O)c1=O,89,.,93,111,102,83,101,103
O=C(Nc1ccc(C(=O)O)c(O)c1)c1ccc(C(=O)Nc2ccc(C(=O)O)c(O)c2)cc1,107,89,.,88,109,84,116,109
CC(=O)Nc1cccc(C[P+](c2ccccc2)(c2ccccc2)c2ccccc2)c1,82,88,99,109,105,86,109,97
Cc1[nH]n(C(N)=O)c(=O)c1N=Nc1ccc(S(=O)(=O)N=C(N)N)cc1,118,97,91,103,98,93,95,99
c1ccc(-c2nc(-c3ccccn3)nc(-c3ccccn3)n2)nc1,67,110,18,52,105,47,88,67
CCc1cc(C(C)(C)C)cc(C(C)(C)C)c1O,113,112,98,112,105,101,104,102
CCN(CC)Cc1cccc(C(=O)OC)c1,102,105,97,102,91,103,92,97
COc1ccc(/C=N/NC(=O)c2ccc(-n3cc(-c4ccccc4)nn3)cc2)cc1OC,96,103,81,101,98,108,113,98
COc1ccc(-c2nnc(CNc3ncccn3)o2)cc1,103,102,105,109,101,86,94,113
CC1(C)Cc2cc(O)ccc2O1,127,97,101,109,107,105,110,109
CC(=O)C1=C(C)NC(SCC(=O)Nc2ccc(S(=O)(=O)Nc3cc(C)on3)cc2)=NC1c1ccc(Cl)cc1 (configuration not stated),110,112,98,106,105,89,108,107
CCOc1ccc(/C=C/C(=O)c2cccc(OCCCOc3cccc(C(=O)/C=C/c4ccc(OCC)cc4)c3)c2)cc1,79,80,78,87,100,73,120,79
CN1C(=O)CC[C@H]1c1cccnc1,113,104,101,115,105,94,.,108
COc1ccc(-c2nn(-c3ccccc3)cc2C2SCC(=O)N2c2ccc(O)cc2)cc1 (configuration not stated),71,75,61,90,88,46,97,75
CCOC(=O)[C@@H]1[C@H](c2ccccc2)[C@H]([N+](=O)[O-])[C@H](c2cn(-c3ccccc3)nc2C)N1Cc1ccccc1,100,89,69,72,75,72,106,74
C=CCNc1ncnc2sc(SC)nc12,82,108,100,112,110,80,133,97
O=C(Cn1cc(CSc2nc3ccccc3o2)nn1)Nc1ccc(F)cc1F,114,96,105,101,119,103,117,94
Cn1cc2c(c1)-c1c(sc3nc(-c4ccc(NC(=O)Nc5cc(C(C)(C)C)on5)cc4)cn13)CC2,67,60,28,53,-3.5*,18,95,42
OC[C@H]1OC([S-])[C@H](O)[C@@H](O)[C@@H]1O.[Au+] (some centres not stated),119,99,108,101,87,99,124,105
CN1C/C(=C\c2ccc(O)cc2O)c2[o+]c3cc(O)ccc3cc2C1,35,40,70,107,42,64,82,72
CN1C(=O)C(C2=NN(c3ccccc3)C(c3ccc(Cl)cc3)C2)C(=O)N(C)C1=O (configuration not stated),88,89,.,55,88,89,111,84
COc1cc(/C=C/C(=O)c2ccc(F)cc2)ccc1Oc1nc(NCCO)nc(N2CCOCC2)n1,71,85,72,79,98,61,146,71
COc1ccc(C(=O)c2cc(C(C)=O)c3c(C)cc(C)cn23)cc1,81,55,39,35,45,68,57,57
OCCN(CCO)C(CO)(CO)CO,97,105,107,109,102,99,101,103
CN1C(=O)N(C)C2NC(N/N=C/c3ccccc3O)=NC21 (configuration not stated),99,96,83,100,94,87,99,100
COc1ccc(-c2ccc(SCC(=O)Nc3cccc(S(N)(=O)=O)c3)nn2)cc1,100,93,73,103,93,79,96,93
CC(=O)O[C@H]1CC[C@@]2(C)[C@@H](CC[C@@H]3[C@@H]2CC[C@@]2(C)[C@H]3CC[C@]2(O)C(C)=O)C1,100,96,99,96,98,93,99,89
FC(F)(F)c1ccc(Nc2nc(Nc3cnc4ccccc4c3)c3[nH]cnc3n2)cc1,67,76,69,96,103,66,123,78

# Bioassay records deposited in PubChem BioAssay by NCI.
